MgcRacGAP inhibition: MgcRacGAP GTPase-activating activity inhibitors, confirmation, biochemical, ADP Hunter fluorescence; Rac GTPase-activating protein 1 (Homo sapiens); MgcRacGAP-stimulated Rac1 GTP hydrolysis, ADP Hunter fluorescence; higher % means a stronger effect; GST-tagged Rac1 F28L mutant substrate; inhibition, % at 30 µM, or IC50 in µM where a hit was titrated; 0.6% of 340,000 active; AID 624330, 2012;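 active = first-screen hits whose inhibition reached a set limit at any dose in the follow-up dose series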;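 also: fluorescence reports GDP produced by GAP-driven GTP hydrolysis; strong numbers were not always called active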
GPR35 arrestin U2OS: GPR35 antagonists blocking zaprinast-driven arrestin recruitment, primary screen, imaging, U2OS, beta-arrestin-GFP, zaprinast agonist (AID 2058) | G-protein coupled receptor 35 (Homo sapiens) | U2OS GPR35 beta-arrestin-GFP translocation imaging, zaprinast antagonism; higher % means a stronger effect | 0.052% of 290,000 active | inhibition, % at 10 µM, or IC50 in µM where a hit was titrated;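 active = inhibition of at least 50% with at least 30 cells and total cytoplasm GFP at most 10,000,000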
Myeloid diff 2: induction of myeloid progenitor differentiation, primary screen, cell-based, flow cytometry, MLPCN library | ER-HoxA9 myeloid progenitors, lysozyme-GFP differentiation | calls only at 10 µM | 1% of 360,000 active | AID 624256, 2012;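 active = normalized GFP-positive differentiation at or above the plate's own cutoff, the solvent-only control mean plus 3 SD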;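 also: cells exposed to compound for four days before flow analysis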
NTR1 agonist: agonists of NTR1, primary screen, imaging, U2OS cells, beta-arrestin-GFP, high content (AID 493036). 0.17% of 330,000 active. NTR1-U2OS beta-arrestin-GFP spot imaging, agonist mode. Neurotensin receptor type 1 (Homo sapiens), P30989. activation, % at 20 µM;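 active = activation at or above 40% of the spot to cytoplasm intensity ratio, with at least 20 cells analyzed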;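 also: 0% = DMSO without peptide and 100% = 100 nM NTR1 peptide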
Target sequence (P30989 whole entry, looked up): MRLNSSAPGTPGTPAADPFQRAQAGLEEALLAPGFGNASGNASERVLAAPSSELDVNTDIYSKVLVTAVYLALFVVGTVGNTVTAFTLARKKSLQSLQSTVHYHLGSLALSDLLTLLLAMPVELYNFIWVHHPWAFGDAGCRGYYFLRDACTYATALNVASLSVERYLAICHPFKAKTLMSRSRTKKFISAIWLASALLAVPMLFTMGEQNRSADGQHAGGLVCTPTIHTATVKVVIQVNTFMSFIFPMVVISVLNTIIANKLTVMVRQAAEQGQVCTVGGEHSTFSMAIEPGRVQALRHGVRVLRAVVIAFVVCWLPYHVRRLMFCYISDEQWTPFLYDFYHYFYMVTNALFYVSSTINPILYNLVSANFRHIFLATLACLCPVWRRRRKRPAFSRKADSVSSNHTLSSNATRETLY
HIV fusion peptide: inhibitors of HIV fusion peptide binding, primary screen, biochemical, uHTS, fluorescence dequenching (AID 1986); cell-free peptide binding, fluorescence dequenching, 30 min; higher % means a stronger effect; inhibition, % at 20 µM; hits with a dose series show IC50 in µM; 0.3% of 290,000 active; in the data active = inhibition mostly above about 52%, no sharp cut-off; inactive = mostly below about 76%; also: some results filed as inactive read as strong as hits
LYP inhibition: inhibitors of LYP phosphatase, biochemical, fluorescence intensity, uHTS (AID 1779); recombinant LYP phosphatase, fluorescence intensity; higher % means a stronger effect; one-dose inhibition, % at 11.5 µM; IC50 in µM for titrated hits; 0.054% of 290,000 active; in the data active = inhibition above about 50%;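 also: plate controls were vehicle with enzyme for no effect and no enzyme for full effect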
Salmonella PhoP GFP: inhibitors of PhoP regulon expression, primary screen, Salmonella Typhimurium, GFP reporter (AID 1863); S. Typhimurium PhoP-regulated promoter GFP reporter, 4 h; higher % means a stronger effect; inhibition, % at 50 µM, or IC50 in µM where a hit was titrated; 0.16% of 300,000 active;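 active = inhibition over 29.93%, a cutoff 3 SD above the screen mean, later confirmed by dose response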;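 also: 0% = low Mg2+ inducing control and 100% = high Mg2+ repressing control; strong numbers were not always called active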
SIAH1 antagonists: Siah-1 peptide-binding antagonists, primary screen, biochemical, fluorescence polarization, rhodamine-plectin, uHTS (AID 1817) | Siah-1 / rhodamine-plectin peptide fluorescence polarization; higher % means a stronger effect | one-dose displacement, % at 20 µM; IC50 in µM for titrated hits | 0.02% of 290,000 active;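 active = displacement of at least 50% at 20 µM, with a fluorescence ratio check between 0.3 and a set limit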;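 also: plate controls were Siah plus tracer with DMSO for no effect and tracer alone without Siah for full effect; strong numbers were not always called active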
GPR55 antagonists: GPR55 antagonists blocking LPI-driven arrestin recruitment, primary screen, imaging, U2OS, beta-arrestin-GFP, LPI agonist (AID 2013) | G-protein coupled receptor 55 (Homo sapiens) | U2OS GPR55 beta-arrestin-GFP translocation imaging, LPI antagonism; higher % means a stronger effect | inhibition, % at 10 µM, or IC50 in µM where a hit was titrated | 0.13% of 290,000 active;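 active = spots per cell inhibited over 60%, with over 100 cells counted and total cytoplasm intensity under 500,000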;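 also: U2OS cells stably carrying GPR55 and arrestin-GFP stimulated by 5 µM LPI near EC80; imaged beta-arrestin-GFP aggregate spots per cell after agonist stimulation; plate controls were LPI-stimulated DMSO wells for no effect and DMSO wells without LPI for full effect; some results filed as inactive read as strong as hits; confirmed hits need IC50 under 10 µM and bright autofluorescent wells are also inconclusive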
NTR1 agonist cell count 20 µM: further read-out of NTR1 agonist, marked with its call; cell count; measured here: cell count, cytotoxicity flag
Myeloid diff 2 GFP+ MAC1+ %: recorded beside Myeloid diff 2, whose call it bears; GFP+ MAC1+ double positive, %; measured here: differentiation confirmed by MAC1 staining
Starred values were filed as active, the others as inactive; i = inactive; / = no result given.

1: CCCCC(=O)NNC(=S)NCc1ccccc1
2: CCOC(=O)C1CCCCN1Cc1cn[nH]c1-c1ccc(F)cc1F (configuration not stated)
3: Cc1ccc[n+](-c2nc([O-])sc2C=O)c1
4: C=CCN(CC=C)C(=S)Nc1ccccc1
5: Cc1nn(-c2ccccn2)c2c1-c1nc(N3CCOCC3)ncc1CC2
6: CC1C(=O)C(C)C(c2ccc3c(c2)OCO3)NC1c1ccc2c(c1)OCO2 (configuration not stated)
7: Cn1c(N)c(C(=O)COC(=O)c2ccc([N+](=O)[O-])o2)c(=O)n(C)c1=O
8: O=C(COc1ccccc1)Nc1nonc1NC(=O)COc1ccccc1

screen / no.	1	2	3	4	5	6	7	8
MgcRacGAP inhibition	-4%	10%	7%	12%	11%	4%	12%	4%
GPR35 arrestin U2OS	-18%	-20%	-8%	-5%	4%	2%	20%	8%
Myeloid diff 2	i	i	i	i	i	i	i	i
Myeloid diff 2 GFP+ MAC1+ %	0.8	0.6	0.1	1.0	0.8	5.4	0.2	0.8
NTR1 agonist	0.4	0.2	0.1	-2.1	2.0	1.1	0.2	3.0
NTR1 agonist cell count 20 µM	41	42	105	78	48	42	49	45
HIV fusion peptide	-2.8%	-0.3%	146%	-2.0%	-0.7%	-1.1%	2.0%	-0.6%
LYP inhibition	-6%	-12%	-5%	-1%	-7%	-12%	4%	-7%
Salmonella PhoP GFP	0%	-3%	-42%	5%	1%	-4%	-6%	5%
SIAH1 antagonists	6%	0%	13%	-1%	0%	-1%	0%	2%
GPR55 antagonists	7%	7%	-9%	10%	-5%	7%	0%	3%

9: COc1ccc(NC(=O)c2cc(-c3cc(C)cc(C)c3O)n[nH]2)cc1Cl
10: CCCC(=O)Nc1cc(=O)[nH]c2ncnn12
11: CCC(NC(=O)CCc1c(C)c2cc3c(C)c(C)oc3cc2oc1=O)C(=O)N[C@@H](Cc1ccccc1)C(=O)O (some centres not stated)
12: CC(C)c1ccc(NC(=O)N2CCCC2C(=O)Nc2ccc(-n3cnnn3)cc2)cc1 (configuration not stated)
13: COc1ccc(C(=O)Nc2ccc(/C(C)=N/NC(=O)c3ccccc3O)cc2)cc1OC
14: COC(=O)C1=CN(Cc2cccs2)C=C(C(=O)OC)C1c1cccc(Cl)c1
15: CCCNC(=O)C(=O)c1cccn1-c1ccsc1C(=O)OC
16: COc1ccc(C(=O)COc2ccccc2C(N)=O)cc1

screen / no.	9	10	11	12	13	14	15	16
MgcRacGAP inhibition	10%	2%	8%	1%	3%	-1%	-1%	5%
GPR35 arrestin U2OS	0%	-11%	-18%	-14%	-9%	-10%	14%	8%
Myeloid diff 2	i	i	i	i	i	i	i	i
Myeloid diff 2 GFP+ MAC1+ %	0.5	1.0	2.6	0.2	2.4	0.9	1.2	0.3
NTR1 agonist	28	1.8	6.4	-1.5	3.2	1.4	-2.4	0.5
NTR1 agonist cell count 20 µM	70	75	84	85	52	76	56	71
HIV fusion peptide	6.1%	1.3%	18%	-0.2%	-0.6%	-1.3%	-0.9%	0.7%
LYP inhibition	-2%	-10%	2%	-5%	0%	-5%	-8%	6%
Salmonella PhoP GFP	-13%	-15%	7%	-5%	0%	-2%	7%	-2%
SIAH1 antagonists	-1%	9%	34%	-1%	-1%	2%	-2%	2%
GPR55 antagonists	14%	9%	22%	7%	-6%	9%	17%	9%

17: CCCCOc1ccccc1C1C(C(=O)OC)=C(C)N(C)C(C)=C1C(=O)OC
18: CCN(CC)CCCNC(=O)c1oc2ccc3c(c2c1C)C(O)CC(C)(C)O3 (configuration not stated)
19: CCC(C)(C)NC(=O)C(c1ccccn1)N(C(=O)c1csnn1)c1ccccc1 (configuration not stated)
20: COc1ccc(/C=C/C(=O)c2c(O)ccc3c(C)cc(=O)oc23)cc1
21: COc1ccc(NC(=O)/C(Cl)=C(/Cl)S(=O)Cc2ccc(Cl)cc2)cn1 (configuration not stated)
22: COc1ccnc2c1c(=O)n(Cc1ccc(F)cc1)c(=O)n2C
23: O=C(c1ccc2c(=O)n(-c3ccccc3)c(=O)[nH]c2c1)N1CCN(c2ccc(F)cc2)CC1
24: O=C1NN=C(c2ccccc2)CC1c1c[nH]c2ccccc12 (configuration not stated)

screen / no.	17	18	19	20	21	22	23	24
MgcRacGAP inhibition	-3%	7%	1%	2%	17µM*	-5%	2%	3%
GPR35 arrestin U2OS	0%	-10%	8%	20%	3%	4%	-4%	2%
Myeloid diff 2	i	i	i	i	/	i	i	i
Myeloid diff 2 GFP+ MAC1+ %	2.1	0.4	0.6	0.5	/	0.7	0.4	0.7
NTR1 agonist	7.1	1.6	0.9	11	-1.0	-0.8	-0.2	0.0
NTR1 agonist cell count 20 µM	78	88	30	67	33	73	79	47
HIV fusion peptide	-2.0%	0.6%	0.8%	-3.6%	0.0%	0.2%	31%	-1.9%
LYP inhibition	12%	-8%	-3%	0%	3%	-5%	-8%	0%
Salmonella PhoP GFP	-3%	10%	3%	-2%	1%	0%	-13%	5%
SIAH1 antagonists	3%	-3%	4%	4%	-4%	4%	2%	-11%
GPR55 antagonists	-14%	4%	4%	11%	3%	13%	24%	14%

25: O=[N+]([O-])c1cccc(N/N=C/c2cc([N+](=O)[O-])ccc2O)c1
26: O=C(c1ccco1)N1CCN(c2nc3ccsc3c(=O)s2)CC1
27: CC(NC(=O)c1cccc(N(C)C)c1)c1ccc(-n2ccnc2)cc1 (configuration not stated)
28: O=C(c1ccc(Cl)c(S(=O)(=O)N2CCCC2)c1)N1CCN(c2ccc(F)cc2)CC1
29: Cc1nc(NC(=O)c2ccccc2)sc1C1(C)CC(c2c(Cl)cccc2Cl)=NO1 (configuration not stated)
30: N/C(=N\OC(=O)c1ccccc1Cl)c1cccnc1
31: CCOC(=O)c1[nH]c(C)c(C(=O)OCC(=O)N(CC)C2CCS(=O)(=O)C2)c1C (configuration not stated)
32: COc1ccc(C(=O)NCc2ccc(C(=O)NCC(OC)OC)cc2)cc1OC

screen / no.	25	26	27	28	29	30	31	32
MgcRacGAP inhibition	3%	3%	4%	7%	4%	0%	9%	6%
GPR35 arrestin U2OS	-6%	-12%	-2%	13%	9%	13%	-4%	6%
Myeloid diff 2	i	i	i	i	i	i	i	i
Myeloid diff 2 GFP+ MAC1+ %	0.3	1.2	1.8	0.5	1.1	0.9	1.1	1.3
NTR1 agonist	7.9	11	2.0	-0.2	4.3	0.3	0.0	-0.8
NTR1 agonist cell count 20 µM	87	51	54	57	47	49	71	52
HIV fusion peptide	-4.4%	0.2%	0.1%	-2.0%	2.3%	-0.3%	-0.1%	4.0%
LYP inhibition	-2%	2%	-3%	-1%	-3%	-7%	-5%	-6%
Salmonella PhoP GFP	6%	11%	-7%	-2%	-9%	3%	12%	-5%
SIAH1 antagonists	6%	-3%	0%	7%	19%	21%	-2%	1%
GPR55 antagonists	1%	-1%	10%	-3%	8%	13%	1%	7%

The list goes on; it opens with the three that closed the last part.
30: N/C(=N\OC(=O)c1ccccc1Cl)c1cccnc1
31: CCOC(=O)c1[nH]c(C)c(C(=O)OCC(=O)N(CC)C2CCS(=O)(=O)C2)c1C (configuration not stated)
32: COc1ccc(C(=O)NCc2ccc(C(=O)NCC(OC)OC)cc2)cc1OC
33: CCCOc1ccc(N2C(=O)CC(N(C(=O)c3ccco3)c3ccc(OCCC)cc3)C2=O)cc1 (configuration not stated)
34: CS(=O)(=O)N(CC(=O)NC1CC1)c1cccc(F)c1
35: Cc1cc(C(=O)CS(=O)(=O)c2ccc(Cl)cc2)cc(C)c1O
36: CC(=O)Cn1c(CN2CCCC2)nc2ccccc2c1=O
37: CCOC(=O)/C(C#N)=c1/s/c(=C2\C=Cc3ccccc3N2CC)c(=O)n1CC
38: N#CCC(=O)Nc1ccc(C(=O)OCC(=O)Nc2ccccc2Sc2ccccc2)cc1
39: CCCC1S/C(=N/N=C/c2ccc(OC)cc2)N(Cc2ccccc2)C1=O (configuration not stated)
40: Cc1ccc2nc(N3CCN(c4ccccc4F)CC3)c(C=O)c(=O)n2c1
41: c1ccc(COCCC2CO2)cc1 (configuration not stated)
42: Cc1cc(NC(=O)COC(=O)C2COc3ccccc3O2)no1 (configuration not stated)
43: CCCc1nnc(NC(=O)c2nc(S(=O)(=O)Cc3ccc(C)cc3)ncc2Cl)s1

screen / no.	30	31	32	33	34	35	36	37	38	39	40	41	42	43
MgcRacGAP inhibition	0%	9%	6%	5%	10%	4%	4%	-1%	/	5%	13%	/	2%	14%
GPR35 arrestin U2OS	13%	-4%	6%	-9%	8%	4%	13%	11%	-14%	14%	2%	3%	8%	7%
Myeloid diff 2	i	i	i	i	i	i	i	i	i	i	i	/	i	i
Myeloid diff 2 GFP+ MAC1+ %	0.9	1.1	1.3	1.2	0.8	0.2	0.5	0.7	0.4	1.2	0.1	/	0.7	1.7
NTR1 agonist	0.3	0.0	-0.8	0.1	0.4	-1.3	-0.8	5.1	3.8	-2.4	-0.7	-0.3	-0.6	0.5
NTR1 agonist cell count 20 µM	49	71	52	67	41	60	32	56	49	56	87	91	90	50
HIV fusion peptide	-0.3%	-0.1%	4.0%	1.6%	1.6%	-0.1%	-1.3%	0.9%	6.9%	-0.9%	4.7%	-0.1%	-1.0%	3.2%
LYP inhibition	-7%	-5%	-6%	-10%	4%	-10%	-5%	-9%	5%	-1%	-6%	-13%	-1%	-6%
Salmonella PhoP GFP	3%	12%	-5%	9%	10%	18%	-6%	-9%	2%	7%	-11%	2%	-7%	-3%
SIAH1 antagonists	21%	-2%	1%	2%	1%	-3%	-5%	/	17%	-3%	-3%	8%	-1%	-1%
GPR55 antagonists	13%	1%	7%	10%	12%	-11%	67%	15%	2.2µM*	-2%	2%	-2%	1%	10%

Assay outcomes as filed in PubChem.
